Assay outcomes as filed in PubChem BioAssay.
Autophagy mod = modulators of autophagy | MEF GFP-LC3 puncta imaging; test concentration mostly 10 µM | calls only at 10 µM (by protocol) | 190,000 compounds, 0.98% hits | AID 463193;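 active = percentage of spot-positive cells more than 3 SD above its plate mean, without a fluorescence outlier flag or 80% toxicity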;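 also: spot-positive cell cutoff set from DMSO-treated cells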
Yfh1-depleted yeast = enhancers of respiration in Yfh1-depleted yeast, dose response, Friedreich's ataxia, plus single-dose screen (AID 1465). S. cerevisiae Yfh1-off respiration, WST-1 reduction, 72 h; higher fold induction means a stronger effect. 220,000 compounds, 0.074% hits. one-dose fold induction at 50 µM; EC50 in µM for titrated hits;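 active = fold induction of absorbance versus untreated yeast above a set limit, then at least 30% activation at any dose in follow-up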;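 also: activators that raise dye reduction in frataxin-depleted yeast; strong numbers were not always called active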
Lipid droplet = modulators of hepatic lipid droplet formation; AML12 mouse hepatocytes, oleate lipid droplets, BODIPY imaging; inhibition, % at 6.5 µM; 240,000 compounds, 0.4% hits; AID 1656;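 active = lipid droplet intensity inhibited by at least 50%, with more than 500 cells counted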
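Assay system: AML12 hepatocytes (mouse) / Also added: 100 µM oleic acid challenge / Times: overnight treatment with compound plus oleate / Detection: high-content imaging of BODIPY-stained droplets and DAPI nuclei / Evaluation: % inhibition of lipid droplet signal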
Dynein transport = dynein cargo transport inhibition. 3617.4 mouse cells, GR-EGFP nuclear translocation imaging; test concentration mostly 20 µM; stimulated with dexamethasone, 1 µM; stronger effect = lower value. z-score, hits read low. 220,000 compounds, 0.47% hits. AID 1381;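 active = plate z-score of nuclear minus cytoplasmic receptor signal below a set negative limit, without overly bright fluorescence or cell loss, cut at about -3.5 in these data, passing the limit was not always enough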;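 also: z-score of nuclear minus cytoplasmic ring GR-EGFP intensity difference per well; some compounds called inactive have numbers as strong as hits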
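medium = tetracycline-free induction medium containing charcoal-stripped FBS | also added = 1.0 µM final dexamethasone stimulus | schedule = 48 h induction, 1 h compound, 30 min dex at 37 °C | technique = fixed, Hoechst-stained cells imaged at 10x for EGFP | measure = GR-EGFP nuclear translocation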
WT yeast gro inh = growth inhibition of WT yeast, mitochondrial fusion screen; mitochondrial fusion phenotypic screen, WT strain; inhibition, % at 10 µM; 190,000 compounds, 2.1% hits; in the data active = inhibition above about 58%; tested in S. cerevisiae
Insulin prom up = MIN6 insulin promoter up-regulation. 190,000 compounds, 0.3% hits. AID 1625. z-score at 5 µM. MIN6 insulin promoter-GFP reporter, high-content imaging; stronger effect = higher value;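 active = z-score above 3 at 5 µM with at least 500 cells counted in the well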
NOD2 inhibition = inhibition of NOD2-driven NF-kB reporter – cell-based, luminescence, uHTS, HEK293 (AID 1566) | HEK293 NOD2/NF-kB luciferase reporter, luminescence; higher % means a stronger effect | inhibition, % at 4 µM, or EC50 in µM where a hit was titrated | 290,000 compounds, 0.63% hits; in the data active = inhibition above about 50%; also: many of its hits are not listed in these tables
MT stabilizer = microtubule stabilization, imaging screen | HeLa tubulin immunostaining HCS, 24 h; share of cells brighter than vehicle mean+2SD | % tubulin-high responders, % at 10 µM | 200,000 compounds, 0.83% hits;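 active = plate Z-score above 3 for both tubulin-high and condensed-nucleus cell shares, with cell loss under 80%, at 10 µM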;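 also: anti alpha tubulin signal scored within the nucleus-defined area of each cell; some results filed as inactive read as strong as hits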
bCat nuc transl = modulators of beta-catenin nuclear translocation | HeLa beta-catenin nuclear translocation, immunofluorescence imaging | nuclear translocation activity, % at 5 µM | 190,000 compounds, 0.3% hits | AID 1665;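 active = nuclear translocation activity above 50% at 5 µM, with a well cell count of 50 or more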;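 also: per-cell ratio of nuclear to cytoplasmic median beta-catenin stain intensity; plate controls were DMSO negative control for no effect and GSK-3 inhibitor IX positive control for full effect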
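Test system: HeLa cells, endogenous beta-catenin; Compound: single 5 µM dose plus 0.02–20 µM confirmation series; Times: compound exposure 24 h at 37°C; Signal: fluorescence imaging of beta-catenin antibody stain plus DAPI; Read-out: % activation, nuclear-to-cytoplasmic median beta-catenin signal ratio per cell.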
WT yeast gro inh mutant strain = recorded beside WT yeast gro inh, whose call it bears; inhibition, %; mitochondrial fusion phenotypic screen, mutant strain inhibition
Dynein transport cytoplasmic EGFP = also measured in Dynein transport; calls as there; z-score; measured here: cytoplasmic GR-EGFP intensity; stronger effect = higher value
Dynein transport nuclear GR-EGFP = second read-out of Dynein transport, no call of its own (marks repeat the call); z-score; measured here: nuclear GR-EGFP intensity;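 lower value marks the stronger effect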
Dynein transport cell count = second read-out of Dynein transport, no call of its own (marks repeat the call); z-score; measured here: cell count per field
Insulin prom up cell count = second read-out of Insulin prom up, no call of its own (marks repeat the call); cell count; measured here: cytotoxicity, nuclei count;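 total cells summed across four imaged fields per well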
Lipid droplet cells 6.5 µM = also measured in Lipid droplet; calls as there; cell count; measured here: cell count, cytotoxicity flag;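 cells counted across two imaged fields per well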
bCat nuc transl cell count 5 µM = second read-out of bCat nuc transl, no call of its own (marks repeat the call); cell count; measured here: cell count, cytotoxicity flag
MT stabilizer Hoechst-high % = recorded beside MT stabilizer, whose call it bears; % Hoechst-high responders; measured here: nuclear condensation Hoechst responders;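 share of cells brighter than vehicle mean plus two SD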
MT stabilizer cytotoxicity % = also measured in MT stabilizer; calls as there; toxicity, %; measured here: cytotoxicity by cell density;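 0% = mean cell density of plate MIN control wells and 100% = no cells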
Autophagy mod cell loss 18 h = second read-out of Autophagy mod, no call of its own (marks repeat the call); toxicity, %; measured here: cell loss, nuclei count;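 cell loss after 18 h compound exposure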
* = called active by the depositor; i = inactive; . = no result given. These rows are one share of the data; count on the stated rates, not on these rows.

Each structure is followed by: Autophagy mod	Autophagy mod cell loss 18 h	Yfh1-depleted yeast	Lipid droplet	Lipid droplet cells 6.5 µM	Dynein transport	Dynein transport cytoplasmic EGFP	Dynein transport nuclear GR-EGFP	Dynein transport cell count	WT yeast gro inh	WT yeast gro inh mutant strain	Insulin prom up	Insulin prom up cell count	NOD2 inhibition	MT stabilizer	MT stabilizer Hoechst-high %	MT stabilizer cytotoxicity %	bCat nuc transl	bCat nuc transl cell count 5 µM
[O-][n+]1onc2c1CCC(=N/O)/C2=N\Nc1ccccc1
→ .	.	i	1.7	772	-0.297	0.0217	-0.496	-1.77	.	.	0.5	1385	-21.4%	.	.	.	-2.7	1113
CC(C)(C)C(=O)c1cn(CC(=O)O)c2ccccc12
→ i	-4.5	i	4.8	696	0.0265	-0.285	-0.261	0.924	-4.9	11.7	-0.21	1604	21.7%	2.0	1.8	7.8	0.1	1539
COc1cccc2c(=O)c3ccoc3n(C)c12
→ i	-7.5	i	-5.1	745	-0.229	-0.259	0.00531	0.504	1.5	-2.4	0.35	1336	-21.2%	2.5	0.9	1.3	-1.7	1026
COc1ccc(/C=N/NC(=O)c2ccn[nH]2)cc1CN1CCOCC1
→ .	.	i	-1.6	701	0.869	-0.233	0.323	-1.31	.	.	0.03	1155	0.1%	.	.	.	-1.2	1353
CCOC(=O)N1CCC(NC(=O)CCC(=O)N2CCOc3ccccc32)CC1
→ i	-14.4	i	.	.	-0.884	-0.299	-0.224	0.497	0.1	13.9	0.88	1512	-44.0%	5.2	5.5	4.4	0.5	1356
COc1ccc(NC(=O)C(CCSC)NC(N)=O)cc1NS(=O)(=O)c1ccc(F)cc1 (stereo not drawn)
→ i	-7.7	i	-7.4	677	1.43	-0.187	1.18	-1.47	-0.9	-14.1	0.61	1572	3.4%	1.8	1.6	4.4	-4.1	1027
COc1cccc(/C=N/NC(=O)c2cc(C34CC5CC(CC(C5)C3)C4)[nH]n2)c1
→ i	18.9	i	-21.4	562	-0.96	-0.222	-0.59	0.777	27.6	-2.8	0.72	1735	-14.4%	3.2	2.0	7.9	-0.2	1018
CN(C)c1ncc(/C=C2/C(=O)NC(=S)N(C3CCCCC3)C2=O)cn1
→ i	2.2	i	-8.5	705	-0.77	-0.0398	-0.0543	-0.563	-13.7	1.3	-1.38	1412	10.6%	3.9	2.3	7.4	-0.2	1545
O=C(/C=C/c1ccc(Cl)cc1)N(Cc1cccs1)C1CCS(=O)(=O)C1 (stereo not drawn)
→ .	.	i	-0.4	683	-0.66	-0.212	-0.378	1.1	.	.	0.62	1091	-6.3%	.	.	.	-0.2	1268
O=C1NC(CCc2ccccc2)C(=O)N1CCOc1cccc(Br)c1 (stereo not drawn)
→ i	-32.9	i	-5.5	769	-0.614	-0.314	-0.272	0.504	0.0	6.6	.	.	-5.4%	4.6	1.8	7.1	3.5	539
CC1=CC(C)(C)[N+](C)(C)c2ccccc21
→ i	-12.4	i	5.1	741	-0.055	-0.171	0.498	-0.115	0.8	-9.3	-0.11	1585	-14.7%	1.4	0.5	2.8	-0.3	930
CC(C#N)Sc1nc2ccccc2c(=O)n1-c1ccccc1 (stereo not drawn)
→ i	-3.7	i	.	.	0.858	-0.165	0.869	-0.0476	-35.1	8.9	-0.39	1240	14.6%	6.3	1.2	9.7	-4.9	979
COc1ccccc1-c1nnc(SCC(=O)Nc2ccc(Cl)cc2Cl)o1
→ i	0.6	i	12.8	827	0.178	-0.181	0.534	0.779	-0.3	2.7	0.75	1181	3.9%	3.1	1.6	3.9	-4.4	1285
CCCCNC(=O)c1onc(CSc2cccc(OCC)c2)c1C(=O)O
→ i	-31.6	i	.	.	-0.94	-0.178	0.0282	-0.011	-5.8	-0.4	0.19	1490	-11.9%	2.0	1.6	7.2	2.0	1382
CC1CC(C)CN(C(=O)C(NS(=O)(=O)c2ccc(Br)s2)c2ccccc2)C1 (stereo not drawn)
→ i	3.8	i	-23.4	657	2.86	-0.056	1.77	-2.14	27.8	-21.9	-0.13	1319	11.8%	6.0	2.6	14.8	-1.7	521
COc1ccc(CNc2nc3c(c(C(F)(F)F)n2)CCCCC3)cc1
→ i	-4.9	i	-39.7	669	-0.354	-0.182	0.229	0.442	.	.	-1.19	1179	11.9%	2.4	3.3	17.8	.	.
COc1ccc(OCC(O)CN2CCCCC2)cc1 (stereo not drawn)
→ i	10.0	i	.	.	0.171	-0.144	0.401	0.0466	1.9	7.7	1.15	996	-5.2%	2.6	4.3	8.5	.	.
CC1CC(=O)NN=C1c1cccs1 (stereo not drawn)
→ .	.	i	-6.1	760	-1.08	-0.178	-0.475	0.838	.	.	-1.25	539	-2.8%	.	.	.	1.6	1227
O=C(COc1ccccc1)N1CCN=C1SCc1ccccc1
→ i	22.0	i	-2.0	661	0.651	-0.214	0.444	-0.164	-2.2	-4.5	-1.1	1249	12.8%	2.1	2.1	4.3	1.1	1082
Cc1ccnc(NC(=O)C2CCCN(S(=O)(=O)c3cnc[nH]3)C2)c1 (stereo not drawn)
→ .	.	i	2.9	669	0.732	-0.134	0.616	-0.614	7.0	-4.0	-1.45	1231	14.7%	2.7	2.0	4.8	2.1	1054
COc1ccccc1NC(=O)C1=C(C)NC(=O)NC1c1ccco1 (stereo not drawn)
→ .	.	i	5.8	729	-0.966	-0.175	-0.516	0.91	.	.	0.01	1050	17.1%	.	.	.	-0.1	1286
COCCCNC(=O)CCn1c(=O)c2ccccc2n(CC(=O)Nc2cc(Cl)ccc2C)c1=O
→ i	6.6	i	5.7	741	0.0996	-0.228	0.277	0.183	13.3	24.7	-0.38	1312	1.4%	2.7	3.8	6.7	-1.4	1076
COc1cc(C2Nc3cccc4cccc(c34)N2)cc(OC)c1OC(C)=O
→ i	-7.4	.	-6.6	680	-1.76	-0.119	-0.383	-0.176	8.8	-7.3	-0.5	1740	14.2%	16.1*	20.3*	16.5*	-1.1	1083
CC1CCN(S(=O)(=O)c2cccc(-c3cn4cc(Cl)ccc4n3)c2)CC1
→ i	-8.1	i	5.3	739	-0.812	-0.181	-0.273	0.375	6.5	2.1	-0.26	848	5.4%	1.0	1.3	9.0	-5.0	1257
N#Cc1ccc(Sc2ccccn2)c([N+](=O)[O-])c1
→ .	.	i	-3.2	680	1.17	-0.0781	0.346	-0.777	.	.	-0.02	911	9.7%	.	.	.	1.1	1309
S=C(NCCN1CCOCC1)NC1CCCC1
→ i	-4.3	i	12.6	680	-0.389	-0.329	0.385	0.179	0.0	10.9	1	1540	23.3%	3.2	3.6	6.7	-7.6	1011
C/C(CCc1ccco1)=N/NC(=O)CCC(=O)Nc1cccc(Cl)c1
→ i	-3.8	.	.	.	-0.323	-0.228	-0.788	0.252	6.1	-1.1	.	.	15.1%	2.7	1.7	6.6	.	.
Cc1ccc(S(=O)(=O)CCc2nc3ccccc3s2)cc1C
→ i	-0.5	i	-4.3	744	-0.116	-0.201	-0.0867	0.483	9.9	10.3	0.15	860	11.5%	2.3	2.3	5.7	-0.2	1070
CS(=O)(=O)N1CCn2c1nc1ccccc12
→ i	-29.7	i	29.4	742	0.124	-0.281	0.161	0.527	11.9	5.4	.	.	3.4%	3.3	1.8	7.1	-0.8	1024
ClCc1ncc(-c2ccc(Cl)cc2)o1
→ i	-0.1	i	14.3	688	-0.96	-0.00587	-0.676	-0.164	-6.5	5.9	0.49	1332	-1.5%	1.8	2.3	7.7	-0.2	1011
COC(=O)c1c(C)oc(C)c1S(=O)(=O)Nc1ccccc1
→ .	.	i	-8.6	713	-0.713	-0.252	-0.395	0.721	.	.	.	.	1.9%	.	.	.	-2.2	1145
Cc1ccc(NC(=O)COC(=O)/C=C/c2cccc(Cl)c2)cc1S(=O)(=O)N1CCOCC1
→ i	2.7	i	-37.4	596	0.689	-0.0498	0.181	-0.622	8.1	-2.1	1.19	1529	-0.7%	3.1	2.2	3.8	-1.6	1163
CCOC(=O)c1nn(-c2ccc3c(c2)OCCO3)cc1O
→ i	-6.5	i	2.2	661	-0.645	-0.323	0.0179	0.288	-5.4	9.9	-0.69	1253	-64.1%	5.0	1.9	5.5	-1.6	1063
COc1ccccc1-c1cc(-c2ccc(C)cc2)nc(SCc2nnc(-c3ccccc3)o2)c1C#N
→ i	-4.0	i	-5.3	692	0.0336	-0.505	-0.143	0.0201	1.4	4.3	-0.86	1710	-1.7%	2.5	2.4	9.1	-1.7	1061
CCc1cccc(NC(=O)Cc2ccc(OC)c(OC)c2)c1
→ i	6.4	i	1.2	649	-0.342	-0.233	-0.204	0.359	-23.6	6.6	-1.16	990	7.1%	2.6	1.3	5.9	-2.1	549
Cc1nn(C)cc1/C=N/NC(=O)Cn1cncn1
→ .	.	i	6.1	764	0.597	-0.281	0.847	0.829	.	.	0.49	1139	10.7%	.	.	.	-0.8	1365
O=C(CCc1ccccc1)Nc1nc2n(n1)C(c1ccc(Cl)cc1)CC(=O)N2 (stereo not drawn)
→ i	22.7	i	-2.2	633	-1.08	-0.262	-0.385	0.714	6.5	3.0	0.41	602	7.9%	3.1	1.3	6.1	-6.4	1183
